Pf apPOL inh = Pf-apPOL DNA polymerase inhibition; Recombinant Pf-apPOL, molecular beacon fluorescence, 1.5 h; hit rate 0.25% among 210,000; AID 1794808; inhibition, % at 10 µM
mHTT-CaM PPI inh = mHTT-calmodulin interaction abrogation | P42858 | AlphaScreen His-mHTT/GST-CaM binding, luminescence | hit rate 3.6% among 190,000 | inhibition, % at 15 µM | AID 1671202;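 also: 0% = both proteins with DMSO and 100% = one protein alone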
* marks the source's active call; other numbers are inactive results; / = no result given; + = active, no number; & = joins results of further samples. Rule as the data show it: active = inhibition above about 50%; inactive = the rest.

Under each structure: mHTT-CaM PPI inh, Pf apPOL inh
1	O=C(NCc1cc(F)cc2c1OCOC2)c1sc2ccccc2c1Cl
  /, -4
2	Cc1cc(C)cc(NC(=O)N(CCC#N)Cc2ccccc2)c1
  /, -10
3	CCc1nn2cc(-c3ccc(Br)cc3)nc2s1
  -10, -2
4	CCOc1ccc(CNc2cc([N+](=O)[O-])ccc2OC)cc1
  -42, 1
5	Cc1ccc(OCCOCCN2CCCCC2)c([N+](=O)[O-])c1
  9, -10
6	CCN1CCN(Cc2c(O)ccc3c(=O)c(Oc4ccc(OC)cc4)c(C)oc23)CC1
  4, -9
7	Cn1nccc1C(=O)N1CCCC1c1nc(-c2ccc(F)cc2F)no1 (stereo not drawn)
  -6, -2
8	COc1ccc(-n2nc(C)c3sc(N4CCC(NC(=O)C5CCC5)CC4)nc32)cc1
  3, -1
9	O=C(Nc1nccs1)C(=O)NC1CC1
  2, 1
10	CCOc1ncccc1C(=O)Nc1c(C)nc2sc(C)c(C)n2c1=O
  -16, -3
11	Cc1ccc(N2C(=O)CSC2c2ccc([N+](=O)[O-])cc2)cc1Cl (stereo not drawn)
  20, -7
12	C[C@@H]1NS(=O)(=O)c2cccc(Cl)c2O[C@@H]1c1ccccc1
  -11, -3
13	CCOc1ccc(-n2nc(C(=O)N3CCC4(CC3)OCCO4)c3ccccc3c2=O)cc1
  0, -2
14	Cc1ccc(C(O)=C2C(=O)C(=O)N(CCCn3ccnc3)C2c2ccccc2[N+](=O)[O-])cc1 (stereo not drawn)
  14, 4
15	COc1ccccc1CC(=O)NCCC1=CCCCC1
  9, 0
16	CCCC(=O)Nc1ccc2c(c1)OCCO2
  -2, 3
17	COc1cc2c(cc1OC)C(COc1ccc([N+](=O)[O-])cc1)N(C(=O)c1cccc(OC)c1OC)CC2 (stereo not drawn)
  24, -4
18	CCC(=O)Nc1cccc(-c2nc3ccccc3s2)c1C
  2, 22
19	Cc1cc(C)n(-c2ccccc2)n1
  -2, -6
20	COc1cc(/C=C2\C(=O)NN(c3ccc(C)c(Cl)c3)C2=O)cc([N+](=O)[O-])c1O
  30, -5

Rewritten screen by screen: entries from further up
11	Cc1ccc(N2C(=O)CSC2c2ccc([N+](=O)[O-])cc2)cc1Cl (stereo not drawn)
9	O=C(Nc1nccs1)C(=O)NC1CC1
3	CCc1nn2cc(-c3ccc(Br)cc3)nc2s1
18	CCC(=O)Nc1cccc(-c2nc3ccccc3s2)c1C
14	Cc1ccc(C(O)=C2C(=O)C(=O)N(CCCn3ccnc3)C2c2ccccc2[N+](=O)[O-])cc1 (stereo not drawn)
4	CCOc1ccc(CNc2cc([N+](=O)[O-])ccc2OC)cc1

| Screen / compound no. | 11 | 9 | 3 | 18 | 14 | 4 |
| --- | --- | --- | --- | --- | --- | --- |
| mHTT-CaM PPI inh | 20 | 2 | -10 | 2 | 14 | -42 |
| Pf apPOL inh | -7 | 1 | -2 | 22 | 4 | 1 |

Next records.
Under each structure: mHTT-CaM PPI inh, Pf apPOL inh
21	CNC(=O)c1ccccc1Cn1c(C)c(C)sc1=NC(=O)c1cccc(C)c1
  6, 2
22	COc1ccc(N(CC(=O)Nc2ccc(C)cc2)S(C)(=O)=O)c(OC)c1
  10, -3
23	Cc1[nH]nc2c1C(c1cc(Br)cs1)C(C#N)=C(N)O2 (stereo not drawn)
  2&-6, -6
24	Cc1cc(Oc2ccc(NC(=O)C(C)C)cn2)ccc1F
  -12, -18
25	COc1ccc(C(=O)Nc2ccc3nc[nH]c3c2)cc1OC
  1, -5
26	NC(=O)CSc1nnc(-c2ccccc2)c(-c2ccccc2)n1
  5, 1
27	Cc1cc(CNCC(O)C(F)(F)F)no1 (stereo not drawn)
  /, 0
28	O=C(CN1CCN(C(=O)Nc2ccc(Br)cc2)CC1=O)N1CCCCC1
  -3, -2
29	COc1cccc(-n2c(N3CCCC(C(=O)NC4CC4)C3)nc3ccsc3c2=O)c1 (stereo not drawn)
  -8, -5
30	O=C(C[n+]1ccc2ccccc2c1)c1cccc([N+](=O)[O-])c1
  17, -4
31	O=C1CCC(=O)N1CC(=O)N1c2ccccc2Sc2ccccc21
  11, -12
32	CC(C)C1C(=O)N(Cc2cn(CCC3OCCCO3)nn2)CCS(=O)(=O)N1Cc1ccc(-c2ccc(Cl)cc2)cc1 (stereo not drawn)
  44, -19
33	CN(CC(O)COCC12CC3CC(CC(C3)C1)C2)C1CCCCC1 (stereo not drawn)
  -2, 1
34	Cc1ccc(Cl)cc1NC(=O)C1Oc2ccccc2NC1=O (stereo not drawn)
  -6, 3
35	CC(C)Oc1ccc(CN2C(=O)CN(c3ccccc3)C(=O)C2c2ccncc2)cc1 (stereo not drawn)
  11, 2
36	O=C(Nc1ccc(Br)cc1)c1cccc2c1C(=O)c1ccccc1-2
  25, -1
37	C=CCNCCCOc1ccc(Br)cc1C
  0, -4
38	O=C(NCc1ccc(F)cc1)c1ccccc1I
  -5, -2
39	O=C1CSC(c2cccc(Br)c2)N1c1ccc(F)cc1Cl (stereo not drawn)
  -5, 0
40	CCCc1[nH]nc2c1C(c1ccccc1I)C(C#N)=C(N)O2 (stereo not drawn)
  1, -1

Next section; it opens with the two that closed the last part.
Under each structure: mHTT-CaM PPI inh, Pf apPOL inh
39	O=C1CSC(c2cccc(Br)c2)N1c1ccc(F)cc1Cl (stereo not drawn)
  -5, 0
40	CCCc1[nH]nc2c1C(c1ccccc1I)C(C#N)=C(N)O2 (stereo not drawn)
  1, -1
41	O=C1C(=O)N(c2ccccn2)C(c2ccccc2F)C1=C(O)c1ccccc1 (stereo not drawn)
  -3, 0
42	COc1ccccc1N1C(=O)C2C(c3ccc(O)cc3O)NC(CC(C)C)(C(=O)O)C2C1=O (stereo not drawn)
  -3, -9
43	NC1[C@H]2CN(c3nc4c(cc3F)c(=O)c(C(=O)O)cn4-c3ccc(F)cc3F)C[C@@H]12 (stereo partly drawn)
  /, 6
44	COc1ccc(NC(=O)C2CCN(c3nnc(-c4ccc(OC)cc4)o3)CC2)cc1
  9, -4
45	Cc1ccc(C2=CC(c3ccccc3F)n3nnnc3N2)cc1 (stereo not drawn)
  -6, -3
46	Cc1ccc(CN2[C@H](C)[C@@H](C)Oc3c(Cl)cccc3S2(=O)=O)cc1
  -8, -2
47	O=C(NN=Cc1cccs1)c1ccc2nonc2c1
  /, 11
48	N#CC1=C(S)N[C@H](c2cccnc2)[C@@](C#N)(C(N)=S)[C@H]1c1cccnc1
  31, /
49	CC1=C(C(=O)NCc2ccccc2F)C2(CCCCC2)OC1=O
  -2, -3
50	COc1ccc(-c2cncc(C(=O)NC3CCCCCC3)c2)cc1
  -12, 2
51	COc1ccc(C(O)c2cnc(C(C)C)n2C)cc1 (stereo not drawn)
  2, -1
52	C=CCNC(=O)Nc1ccc(Cl)cc1
  -10, 0
53	CCC(C)NC(=O)C1CCN(c2ncccc2-c2nc(-c3ccc(C)cc3)no2)CC1 (stereo not drawn)
  -9, -6
54	O=c1[nH]cc(N2CCOCC2)c(=O)[nH]1
  /, -3&0
55	c1ccc2[nH]c(-c3nc4ccccc4[nH]3)nc2c1
  7, /
56	O=[N+]([O-])c1cccc(CSC2=NS(=O)(=O)c3ccccc3N2)c1
  0, 0
57	O=C(NCCCN1CCN(c2ccccc2)CC1)C1CCN(c2ccncc2)CC1
  12, -3
58	COc1ccc(-c2csc(=Nc3ccc(F)cc3)n2CCO)cc1F
  53*, -2
59	CCCCOc1cccc(C(=O)Nc2ccc(-c3nc4ncccc4o3)cc2)c1
  -2, -11
60	COc1cc(NC(=O)Cn2nc3c(cc2=O)CC(C)CC3)cc(OC)c1 (stereo not drawn)
  11, -4
61	COc1ccc(/C=C2/N=C(c3ccccc3)OC2=O)cc1
  9, -8
62	C[n+]1ccccc1/C=C/c1cc(Br)ccc1O
  10, -4
63	Cc1ccc(-c2onc(C)c2C)cc1S(=O)(=O)N1CCC(N2CCCCC2)CC1
  -7, -2
64	Cc1noc(-c2nn(C)c3c2CN(C(=O)COc2ccccc2C)CC3)n1
  4, 4
65	CCNc1nc(NC(C)C)nc(N2CCCC2)n1
  -3, -10
66	CCC1CN(C(=O)Nc2cccc(C(=O)OC)c2)c2ccccc2O1 (stereo not drawn)
  -16, -5
67	COc1ccc(NC(=O)N2CCC3(C2)C(=O)N(C)c2ccccc23)cc1OC (stereo not drawn)
  5, -6
68	Cc1cc(C(F)(F)F)nn1CC(=O)Nc1ccc([N+](=O)[O-])cc1Br
  -1, -4
69	CCOC(=O)N1CCN(CCC(=O)Nc2cc(C)ccc2OC)CC1
  -6, -6
70	Cc1ccc(C2C(C#N)=C(N)Oc3n[nH]c(C)c32)o1 (stereo not drawn)
  6&3&2, 2&2
71	Clc1cc(-n2cnnn2)ccc1Oc1cccnc1
  0, /
72	CC(=O)N1c2c(cc(Br)cc2S(=O)(=O)N(C)c2cccc(C)c2)CC1C (stereo not drawn)
  -6, -4
73	Cc1ccc(S(=O)(=O)N2CC=C(c3cn(C(C)C)c4ncccc34)CC2)cc1Cl
  40, -14
74	CN1c2ccc(Cl)cc2C(=O)NC12CCN(C(=O)c1cccc(F)c1)CC2
  -10, -5
75	COC(=O)COc1ccc2c(-c3cc4ccccc4oc3=O)cc(=O)oc2c1
  -2, -8
76	O=c1c2ccccc2ncn1CCOc1ccc(Cl)c(Cl)c1
  -2, -10
77	CC(C)=C1C2C=CC1C1C(=O)N(c3ccccc3F)C(=O)C21 (stereo not drawn)
  -2, -3
78	CC(C)C[C@H]1COc2cc(N3CCN(Cc4ccccc4F)CC3)ccc2S(=O)(=O)N1
  7, -7
79	O=C(C1CCCN(c2ccc(N3CCOCC3)nn2)C1)N1CCN(c2ccccc2)CC1 (stereo not drawn)
  42, -10
80	O=c1[nH]c2ccc(S(=O)(=O)Nc3ccc(F)cc3)cc2s1
  1, -7
81	O=C(NCC(c1cccnc1)N1CCc2ccccc21)c1cccc([N+](=O)[O-])c1 (stereo not drawn)
  35, -4
82	COC(=O)c1ccc(NC(=O)Cn2nc3c(cc2=O)CN(C(C)=O)CC3)cc1
  -4, -6
83	CC12CC(NC(=O)N1c1cccc(F)c1)c1ccccc1O2 (stereo not drawn)
  -10, 4
84	Cc1ccc(NC(=O)c2ccc([N+](=O)[O-])cc2)cc1
  5, 4
85	Cc1ccc(C2=CC(c3ccc(Br)cc3)n3ncnc3N2)cc1 (stereo not drawn)
  7, -7
86	Oc1ccc(/C=N/Nc2nccnc2Cl)c(O)c1
  +, /
87	Cc1cc(N2CCOCC2)n2c(nc3ccccc32)c1C#N
  3, -6&4
88	CC1C(=O)N(c2ccccc2)CCN1C(=O)C1CC1 (stereo not drawn)
  -5, 4
89	Cc1cc(Cl)ccc1NC(=O)N1CCN(C2=CC3=NC(C)CN3C=N2)CC1 (stereo not drawn)
  -2, -2
90	COc1ccc(-c2cnoc2-c2ccc(OC)cc2)cc1
  -54, -7
91	O=C(c1ccc2c(c1)OCO2)N1CCN(c2nc(CN3CCOCC3)cs2)CC1
  9, -1
92	O=C(Nc1ccccc1C(F)(F)F)N1CCC2(CC1)Nc1cc(F)ccc1-n1cccc12
  37, 5
93	CC1(C)OC2OC(C(=O)Nc3ccc(OC(F)(F)F)cc3)C3OC(C)(C)OC3C2O1 (stereo not drawn)
  -4, 0
94	CC(=O)N1CCN(c2nc3c(s2)CC(C(=O)NCCN(C)C2CCCCC2)CC3)CC1 (stereo not drawn)
  11, 1
95	COc1ccc(OC)c(CNC(=O)C2CCN(c3nnc(-c4ccccc4)o3)CC2)c1
  14, 0
96	CCCn1cnnc1C1CCCCN1C(=O)c1ccc(OC)c(F)c1 (stereo not drawn)
  3, -4
97	COc1ccccc1OCCSc1ncnc2nc[nH]c12
  6, 2
98	O=C(Cn1cc(Cl)c([N+](=O)[O-])n1)N1CCNCC1
  1, /
99	COc1ccc(Cl)cc1C(=O)Nc1ccc2c(c1)OCCO2
  -3, 2
100	CC1(C)Oc2ccc(Br)cc2O1
  5, /

One compound at a time, as listed above:
CC12CC(NC(=O)N1c1cccc(F)c1)c1ccccc1O2 (stereo not drawn) is entered as mHTT-CaM PPI inh = -10; Pf apPOL inh = 4
COc1ccc(-c2cnoc2-c2ccc(OC)cc2)cc1 is entered as mHTT-CaM PPI inh = -54; Pf apPOL inh = -7

Remaining list, next part
Under each structure: mHTT-CaM PPI inh, Pf apPOL inh
101	O=C1c2ccccc2C(=O)c2c1ccc(N1C(=O)c3ccccc3C1=O)c2Cl
  13, -8
102	Cc1nnc2ccc(N3CCN(C(=O)Nc4cc(Cl)ccc4Cl)CC3)nn12
  0, -6
103	CCC(=O)Nc1ccc(NC(=O)c2ccc(OC(C)C)cc2)cc1
  -1, -8
104	Cc1ccc(Nc2nc3nonc3nc2N(C)C)cc1
  4, -11
105	O=C(NCc1ccccc1)C1CCN(c2ccccc2Br)C1=O (stereo not drawn)
  5, -2
106	Cc1c(C(=O)NCc2cccnc2)oc2ccc(S(=O)(=O)N3CC(C)CC(C)C3)cc12 (stereo not drawn)
  3, 0
107	Cc1ccc(C)n1CCN1CCN(CC(=O)Nc2ccc3cn[nH]c3c2)CC1
  11, -1
108	Oc1c(Cl)c2nc3ccccc3nc2c2ccccc12
  /, 13
109	COc1ccc(Br)c(-c2nnc(-c3ccccc3[N+](=O)[O-])o2)c1
  /, -4
110	CNC(=O)C1CCN(c2nc3ccc(-c4ccccc4)nc3s2)CC1
  11, 8
111	CC(=O)Nc1ccccc1NC(=O)c1ccc([N+](=O)[O-])cc1
  -6, 0
112	CN(C)C(=O)c1cccc2c1CCN2C(=O)c1ccc(F)cc1
  -7, 1
113	O=C(O)CCNC1CCS(=O)(=O)C1 (stereo not drawn)
  -6, /
114	Cc1ccc2c(Cl)c(C(=O)Nc3cc(S(N)(=O)=O)ccc3C)sc2c1
  8, -1
115	O=C(Nc1ccc(N2CCOCC2)nc1)C1CC(=O)N(Cc2ccco2)C1 (stereo not drawn)
  /, -5
116	OCc1cc(F)c(F)cc1Cl
  -6, /
